HCMV inh: blocks human cytomegalovirus replication | HFF cells, HCMV-luciferase reporter, 72 h; active compounds read low | activity change, negative = inhibition, % at 57.5 µM | 4.5% of 410,000 active; in the data active = activity change below about -60%; inconclusive = no clear call, values can overlap the other calls; inactive = above about -39%
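Inhibition of viral replication was scored as loss of reporter luminescence in HFFs infected with HCMV-luciferase (MOI 1 PFU/cell) for 72 h; compounds tested at 2 doses, normalized to buffer and Salinomycin controls.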
HCV inhibitor: blocks hepatitis C virus | Huh7.5.1 HCVcc-Cre infection, luciferase reporter, 44 h | Potency, µM (top dose mostly 41.8 µM), for inactives: at the highest dose activity change, negative = inhibition, hits mostly inhibitors | 3.4% of 340,000 active; note: potency is the fitted concentration of half-maximal effect
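HCVcc-Cre virus at an moi near 0.5 was added right after compound to cells cultured 4 h from seeding (1,000 cells/well). Luciferase activity was determined 44 h later, 15 min after substrate addition at RT.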
AmpC inh no detg: AmpC beta-lactamase inhibition without detergent; P00811; Potency, µM (doses to about 57.1 µM), for inactives: top-dose activity change, negative = inhibition, most hits filed as inhibitors; AmpC nitrocefin hydrolysis, absorbance 480 nm, 0.0001% Triton; 0.52% of 330,000 active; AID 485341;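 note: potency is the fitted concentration of half-maximal effect; plate controls were no compound for no effect and no enzyme for full effect; nearly all actives have a fitted effect of over 20% in size; some results filed as inactive show a strong effect at the top dose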
Target sequence (P00811 whole entry, looked up): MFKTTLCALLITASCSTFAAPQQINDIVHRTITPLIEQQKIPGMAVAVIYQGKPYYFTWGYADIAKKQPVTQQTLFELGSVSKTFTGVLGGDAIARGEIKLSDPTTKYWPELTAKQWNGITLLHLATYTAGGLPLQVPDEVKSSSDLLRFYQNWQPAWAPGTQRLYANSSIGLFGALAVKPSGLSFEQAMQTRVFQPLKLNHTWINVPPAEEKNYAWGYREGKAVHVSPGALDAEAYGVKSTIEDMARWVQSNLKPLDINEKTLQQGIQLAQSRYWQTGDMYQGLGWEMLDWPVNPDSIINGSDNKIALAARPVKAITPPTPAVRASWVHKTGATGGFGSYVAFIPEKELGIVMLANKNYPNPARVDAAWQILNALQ
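20 mM phosphate pH 7.0 + 0.01% (detergent screen) or 0.0001% Triton X-100; 5.3 nM AmpC reagent; cpd preinc 15 min RT; nitrocefin (800 uM stock) to start; A480 q20 s × 4 min; Activity was normalised to no-enzyme and no-compound control wells.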
Sm TGR inh: inhibitors of Schistosoma mansoni thioredoxin glutathione reductase; 3% of 360,000 active; purified TGR, DTNB reduction, TNB absorbance 405 nm; AID 485364; Potency, µM (series often up to 114 µM), for inactives: at the highest dose activity change, negative = inhibition, hits mostly inhibitors; note: potency is the fitted concentration of half-maximal effect; nearly all actives have a fitted effect of over 60% in size
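TGR 20 nM + NADPH 100 uM (dispensed conc.), cpd preinc 15 min RT; start with NADPH (500 uM addition) then DTNB (15 mM addition). Kinetic TNB absorbance, 405 nm filter. Four-parameter Hill fit across titration.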
AmpC inh detg: AmpC beta-lactamase inhibition with detergent present; P00811; AmpC hydrolysis of nitrocefin, absorbance 480 nm, 0.01% Triton; Potency, µM (highest dose often 114 µM), inactives show at the highest dose activity change, negative = inhibition, most hits filed as inhibitors; 0.041% of 370,000 active; AID 485294;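 note: potency is the fitted concentration of half-maximal effect; 0% = no-compound wells and -100% = no-enzyme wells; nearly all actives have a fitted effect of over 25% in size; some results filed as inactive show a strong effect at the top dose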
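AmpC (5.3 nM in the dispensed reagent) in 20 mM phosphate pH 7.0 with 0.01% (detergent screen) or 0.0001% Triton X-100 was preincubated with compounds for 15 min at room temperature. Nitrocefin was then added from an 800 uM solution, and hydrolysis was followed at 480 nm.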
Giardia FBPA inh: Giardia lamblia aldolase inhibition | A8B2U2 | purified Giardia FBPA | AID 2451 | 0.71% of 290,000 active | Potency, µM (series often up to 59.6 µM), for the others: at the highest dose activity, negative = inhibition, most hits filed as inhibitors; note: potency is the fitted concentration of half-maximal effect; nearly all actives have a fitted effect of over 55% in size
Target sequence (A8B2U2 whole entry, looked up): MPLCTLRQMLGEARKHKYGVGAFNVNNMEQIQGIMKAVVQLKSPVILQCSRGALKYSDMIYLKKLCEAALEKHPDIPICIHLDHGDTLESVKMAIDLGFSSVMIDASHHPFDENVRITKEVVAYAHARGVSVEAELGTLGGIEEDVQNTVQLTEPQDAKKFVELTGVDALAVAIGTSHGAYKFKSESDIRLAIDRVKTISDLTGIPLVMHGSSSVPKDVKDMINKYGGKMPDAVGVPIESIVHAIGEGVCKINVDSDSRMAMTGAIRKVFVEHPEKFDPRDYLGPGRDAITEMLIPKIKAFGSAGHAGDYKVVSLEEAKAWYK
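40 nM FBPA preincubated 10 min at RT with compound (up to 57.5 uM final), then substrate plus GAPDH/TPI/NAD/arsenate coupling and diaphorase/resazurin added. Fluorescence read after 20 min at RT, 525/598 nm.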
* hit, by the source's call; u = inconclusive; x = no result given; [ ] = another dose, or the depositor's remark. Unless noted, calls come from the whole dose curve; as a rule, active = well fitted curve in the direction sought with a large enough effect; inconclusive = small, poorly fitted or top-dose-only effect, or another doubt; inactive = no such curve, though single readings can be large; an effect the other way counts as inactive or inconclusive. Unless noted, % is set by controls: 0 for no effect and ±100 for the full control effect.

Value order: HCMV inh | HCV inhibitor | AmpC inh no detg | Sm TGR inh | AmpC inh detg | Giardia FBPA inh
> CC(C)OC(=O)c1cc2c(ccn2C)n1CC(=O)N(Cc1ccccc1)c1ccccc1
 : u | u | -44% | -23% | -1% | -14%
> CC(=O)N1CCN(C(=O)c2cccc(S(=O)(=O)Nc3c(C)n(C)n(-c4ccccc4)c3=O)c2)CC1
 : u | 19% | 1% | 1% | -13% | x
> CCNC(=S)NNC(=O)c1ccc(S(=O)(=O)NCc2ccco2)cc1
 : -100* | 18% | -20% | x | x | x
> CCC(C)(C)NC(=O)C(c1ccc(O)cc1)N(C(=O)Cn1nnc2ccccc21)c1ccc(NC(C)=O)cc1 (configuration not stated)
 : 17 | 13% | 21% | -3% | 2% | -12%
> COc1cc(/C=N/NS(=O)(=O)c2ccc(C(C)(C)C)cc2)cc([N+](=O)[O-])c1O
 : -32 | 1% | -56% | -15% | 5% | 3%
> COC(=O)c1ccc(NC(=O)c2cccc(OC)c2)cc1
 : -33 | u | -33% | 1% | 0% | -17%
> CCOc1cccc(N2C(=O)CC(N3CCC(C(N)=O)(N4CCCCC4)CC3)C2=O)c1 (configuration not stated)
 : 15 | 13% | -13% | 45µM* | u | 4%
> CCOc1cc(CNCCSc2nnnn2C)cc(Br)c1OCc1ccc(F)cc1
 : -3 | u | 173%[activator] | -1% | -14% | -17%
> Cn1nccc1C(=O)N1CCCC(C(=O)c2cccc3ccccc23)C1 (configuration not stated)
 : u | u | 60% | 0% | 3% | 3%
> Cc1ccc([N+](=O)[O-])c(NC2OC(CO)C(O)C2O)c1 (configuration not stated)
 : 63 | 25% | 1% | -5% | -1% | 0%
> CC(C)C(=O)Nc1nnc(SCc2cccc(F)c2)s1
 : -20 | -1% | -22% | 2% | 3% | 1%
> COc1cccc(Oc2ncnc(N)c2[N+](=O)[O-])c1
 : 25 | 12% | -13% | -33% | 4% | 4%
> COc1ccc(NS(=O)(=O)c2ccc(Oc3ncccn3)cc2)cc1
 : -38 | u | -18% | 0% | -17% | -1%
> C[C@H]1CN([C@@H](C)CO)C(=O)c2cccc(NC(=O)c3ccc(-c4nccs4)cc3)c2O[C@@H]1CN(C)C(=O)NC1CCCCC1
 : 2 | -1% | 196%[activator] | x | x | x
> CCc1nnc(NS(=O)(=O)c2ccc(N)cc2)s1
 : 5 | 15% | -8% | -15% | -9% | u
> CC(=O)N1CCc2nc3sc(C(=O)c4ccc(F)cc4)c(N)c3c(C(F)(F)F)c2C1
 : -29 | x | x | 1% | 1% | x
> CC(C)CNC(=O)COC(=O)c1ccc(F)cc1Cl
 : -6 | 9% | -11% | 1% | -13% | 0%
> COc1cc(OC)c(NC(=O)Cn2cnc3sc(C)c(S(=O)(=O)N4CCN(C)CC4)c3c2=O)cc1Cl
 : -3 | x | x | 4% | -6% | x
> Cc1ccc(NC(=O)C2CCN(S(=O)(=O)c3cc([N+](=O)[O-])ccc3Cl)CC2)nc1
 : -30 | 5µM* | -36% | x | x | x
> CCOC(=O)c1c(NC(=O)CNCCO)sc(C)c1C
 : 7 | u | 44% | -25% | u | 2%
> Cc1ccc2c(c1)N(CC(=O)NCc1ccco1)C(=O)CO2
 : -32 | 19% | -24% | -35% | 7% | 3%
> c1ccc(-c2nc(NC3CCCC3)c3ccccc3n2)cc1
 : 20 | 1.3µM* | -40% | -12% | -3% | 11%
> COc1ccc(OC)c(-c2csc(-c3c(N)c(C(=O)c4ccc(Cl)cc4)n4ccccc34)n2)c1
 : -10 | x | x | 3% | 7% | x
> CN(C)/N=C1\C(=O)N(CN2CCN(c3ccccc3)CC2)c2ccccc21
 : -8 | 32%[activator] | -20% | u | 0% | x
> CCCC(=O)Nc1ccc(S(=O)(=O)N2CCOCC2)cc1
 : 53 | 13% | -11% | 0% | 1% | 4%
> Cc1ccc(-n2ncc3c2CCCC3NC(=O)CCCN2CCCCC2=O)cc1C (configuration not stated)
 : 6 | u | 104%[activator] | 1% | -11% | x
> COc1ccc(-c2noc(CSc3nc4ccccc4[nH]3)n2)cc1
 : u | x | x | 10% | -5% | x
> Cc1cc(C)c(NC2=NCC(=O)N2C2CCCCC2)c(C)c1
 : -13 | -19% | 25% | -3% | 0% | -21%
> Cc1ccc(OCC(=O)Nc2cc(S(=O)(=O)N3CCOCC3)ccc2Cl)c([N+](=O)[O-])n1
 : -24 | u | -14% | -2% | -8% | -1%
> Cc1ncc(N=Nc2ccccc2)c(-c2ccccc2)n1
 : -4 | 10µM* | -3% | 4% | -12% | 5%

Individual results from the list.
HCMV inh, `COc1cc(OC)c(NC(=O)Cn2cnc3sc(C)c(S(=O)(=O)N4CCN(C)CC4)c3c2=O)cc1Cl` : -3
HCMV inh, `Cc1ncc(N=Nc2ccccc2)c(-c2ccccc2)n1` : -4
Sm TGR inh, `Cc1ccc(-n2ncc3c2CCCC3NC(=O)CCCN2CCCCC2=O)cc1C` (configuration not stated) : 1%
Sm TGR inh, `COC(=O)c1ccc(NC(=O)c2cccc(OC)c2)cc1` : 1%

Continued.
Value order: HCMV inh | HCV inhibitor | AmpC inh no detg | Sm TGR inh | AmpC inh detg | Giardia FBPA inh
> O=C(Nc1nc(-c2ccccn2)cs1)c1cccc(-n2cnnn2)c1
 : -34 | u | -21% | -3% | 4% | 5µM*
> CCC1CCCCN1C(=O)CSc1nnc(-c2ccc(OC)cc2)o1 (configuration not stated)
 : 5 | 0% | 17% | -9% | -3% | -2%
> CCn1cc(C(=O)N2CCN(c3ccccc3)CC2)c(=O)c2cc(S(=O)(=O)N(C)C3CCCCC3)ccc21
 : 15 | x | x | 3% | 3% | x
> COC(=O)CN1C(=S)N(c2ccc(OC)cc2)C(=O)C1CC(=O)Nc1ccc(F)cc1 (configuration not stated)
 : 24 | 23% | 6% | -4% | 9% | -5%
> CC(=O)Oc1ccc2ccccc2c1C(NC(=O)C(C)C)c1cccc([N+](=O)[O-])c1 (configuration not stated)
 : -21 | u | 30% | -22% | 1% | -6%
> O=C(CCNC(=O)c1ccc([N+](=O)[O-])cc1)NC1CCCc2ccccc21 (configuration not stated)
 : -2 | 10% | 0% | -8% | 0% | x
> CC1CCCC(n2cnc3cc(C(=O)O)ccc32)C1C (configuration not stated)
 : 15 | 15% | -30% | -2% | u | 3%
> CCOC(=O)N1CCN(C(=O)COc2ccccc2OC)CC1
 : 50 | u | -14% | 6% | 5% | -1%
> C=CCn1c(C)cc(C2=NNC(=NC(C)(C)C)SC2)c1C
 : -85* | u | -14% | -4% | u | -3%
> CC(C)(C)OC(=O)N1CCC(c2c(C(=O)N3CCN(C4CCCCC4)CC3)cnn2-c2cccc(Cl)c2)CC1
 : -34 | x | x | -6% | -1% | x
> O=[N+]([O-])c1ccc(CN2CCN(c3ccc4ccccc4n3)CC2)cc1
 : 21 | u | -23% | 1% | -4% | -22%
> Cc1cc(C)cc(NC(=O)CCc2c(C)nn(-c3ccc(N4CCCCC4)nn3)c2C)c1
 : 107 | u | 124%[activator] | -3% | -2% | 14%
> COc1ccc2cc(CNc3ccccc3)c(=O)n(CC(=O)Nc3ccc(C)cc3C)c2c1
 : -33 | x | x | -4% | 27% | x
> CCOc1ccc(CCNC(=O)c2cc3c(=O)[nH]c4ccc(C)cc4c3s2)cc1OCC
 : -2 | x | x | 3% | 11% | x
> CCN(C(=O)COC(=O)c1ccc2[nH]c3c(c2c1)CCCC3)C1CCS(=O)(=O)C1 (configuration not stated)
 : -25 | -26% | 128%[activator] | 8% | 3% | -7%
> CC(C)(C)c1cc(N2CCOCC2)n2ncc(-c3ccc(Cl)cc3)c2n1
 : -15 | u | -5% | 25% | 4% | -2%
> COc1ccc(OC)c(NC(=O)CCN2CCN(C)CC2)c1
 : 13 | 10% | -24% | 6% | 6% | u
> Cc1cc(SCC(=O)N/N=C/c2ccccc2C(=O)O)c(C)cc1Br
 : -18 | -12% | -25% | 6% | -14% | 19%
> Cc1ccc(CN(Cc2ccco2)C(=O)c2ccccc2Cl)o1
 : -6 | x | x | 0% | 21% | x
> COc1ccc(N(CC(=O)NC2CCCCC2)C(=O)CCCC(=O)Nc2ccccn2)cc1
 : -15 | 6% | 34% | 5% | 0% | 3%
> CC(C)n1c(O)c(/C=C2\C=NN=C2c2ccccc2)sc1=S
 : u | -42% | -53% | 15% | 2% | -11%
> CC(C)Oc1ccc(C(=O)NCc2cccs2)cc1
 : 75 | -19% | -18% | -2% | 4% | -2%
> CCOc1ccc(NC(=O)C(CC)n2c(=O)c(-c3ccccc3NC(C)=O)nc3ccccc32)cc1 (configuration not stated)
 : -18 | x | x | -9% | 20% | x
> O=C(c1cccc(Br)c1)N1CCN(S(=O)(=O)N2CCCCCC2)CC1
 : 43 | x | 71%[activator] | 8% | -6% | 5%
> CC1=NN2C(=N)/C(=C\c3cc(C)n(-c4cccc(C)c4)c3C)C(=O)N=C2S1
 : 30 | -24% | 5% | -1% | -7% | 14%
> COc1ccc(Br)cc1/C=C/C(=O)Nc1ccc2ccccc2c1
 : -37 | 10µM* | u | 0% | -8% | 1%
> CN(CCOCCOc1ccc2ccccc2c1)Cc1ccccc1
 : 12 | -17% | 75%[activator] | -30% | 3% | 2%
> CC(=O)OCC(OC(C)=O)C(OC(C)=O)C(OC(C)=O)C(=O)Nc1ccccc1 (configuration not stated)
 : -34 | 8% | -1% | x | -8% | -11%
> O=C(NC1(C(F)(F)F)N=C(c2ccccc2)NC1=O)c1ccccc1F (configuration not stated)
 : u | 13% | -23% | -1% | -9% | -1%
> COc1cccc(CNC(=O)C2CCN(S(=O)(=O)c3c(C)noc3/C=C/c3cccs3)CC2)c1
 : -6 | x | x | 0% | -1% | x
> O=C(COc1ccc(S(=O)(=O)N2CCOCC2)cc1Cl)NC1CC1
 : -10 | 14% | 8% | -2% | -8% | -9%
> COc1ccc(NCC(=O)N/N=C(\C)c2cc3ccccc3o2)cc1
 : 0 | u | 0% | -10% | -9% | -12%
> Cc1nc2ccccc2n1CC(O)COc1ccc(C(=O)O)cc1 (configuration not stated)
 : -5 | x | x | 1% | 2% | x
> COc1cccc(-c2noc(C3CCCN(S(=O)(=O)c4cccc(Cl)c4C)C3)n2)c1 (configuration not stated)
 : 11 | -6% | -4% | -23% | u | -2%
> CCN(CC)CC(=O)Nc1cccc(S(=O)(=O)N2CCCC2)c1
 : -91* | u | -10% | 6% | -7% | 8%
> CC(/C=N/NC(=O)C(O)c1ccccc1)=C\c1ccccc1 (configuration not stated)
 : u | 9% | -16% | -3% | -2% | 1%
> Nn1c(=O)[nH]c2c([nH]c3ccccc32)c1=O
 : 21 | 16% | -13% | 5% | -4% | 2%
> COc1ccc(S(=O)(=O)N2Cc3ccccc3CC2C(=O)O)cc1 (configuration not stated)
 : 52 | 2% | -37% | 7% | u | 0%
> O=C(CCC(=O)N1CCN(c2ccccc2F)CC1)c1ccc(Cl)s1
 : -16 | -2% | 8% | x | x | x
> CCOc1ccc(S(=O)(=O)N2Cc3ccccc3CC2C(=O)O)cc1 (configuration not stated)
 : -29 | 13% | -8% | -18% | -1% | 13%

Results in HCMV inh (2 entries from above):
| mol | HCMV inh |
| --- | --- |
| Cc1nc2ccccc2n1CC(O)COc1ccc(C(=O)O)cc1 (configuration not stated) | -5 |
| COc1cccc(-c2noc(C3CCCN(S(=O)(=O)c4cccc(Cl)c4C)C3)n2)c1 (configuration not stated) | 11 |

Screens (PubChem BioAssay)
